NPY-Y2 antag – NPY-Y2 receptor antagonists, primary screen, cell-based. Neuropeptide Y receptor type 2 (Homo sapiens), P49146. NPY-Y2 expressing cells, antagonist mode. inhibition, % at 2.7 µM. hit rate 0.99% among 140,000. AID 793, 2007; in the data active = inhibition above about 17%;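 also: 0% = vehicle with agonist challenge and 100% = reference antagonist with challenge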
Target sequence (P49146 whole entry, looked up): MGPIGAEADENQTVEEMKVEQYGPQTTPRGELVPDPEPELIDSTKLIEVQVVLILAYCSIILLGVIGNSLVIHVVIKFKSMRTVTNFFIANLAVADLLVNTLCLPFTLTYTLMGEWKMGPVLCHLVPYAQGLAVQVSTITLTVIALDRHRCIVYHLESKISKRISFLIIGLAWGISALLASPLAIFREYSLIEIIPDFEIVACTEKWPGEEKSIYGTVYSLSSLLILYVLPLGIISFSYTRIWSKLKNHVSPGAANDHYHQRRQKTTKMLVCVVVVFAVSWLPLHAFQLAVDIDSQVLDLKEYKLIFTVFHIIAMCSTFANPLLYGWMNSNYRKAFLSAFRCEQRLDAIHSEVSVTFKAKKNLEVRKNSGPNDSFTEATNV
Measles CPE – compounds protecting cells from measles virus cytopathic effect, primary screen, measles RdRp inhibitor project, single point, MLSMR library, absorbance. Measles virus-infected cells, CPE protection. hit rate 1.5% among 140,000. protection (pct of control), % at 4 µM. AID 841, 2007; in the data active = protection mostly above about 24%, no sharp cut-off; inactive = mostly below about 26%; also: some compounds called inactive have numbers as strong as hits
E-sel TNF inh – E-selectin induction blockers in HUVEC – imaging, immunofluorescence, high content, primary screen | HUVEC TNFa-induced E-selectin immunofluorescence | inhibition, % at 2 µM | hit rate 0.71% among 120,000;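 active = inhibition above the batch mean plus 3 SD, and confirmed as a hit on visual image review, cut at about 43% in these data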;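 also: 0% = TNF-stimulated DMSO wells and 100% = unstimulated control wells; not every result past the cut was called active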
Phagocytosis inh – inhibitors of macrophage phagocytosis, primary screen, imaging, J774A.1 cells, IgG beads. hit rate 0.07% among 110,000. J774A.1 macrophage IgG-bead phagocytosis. inhibition, % at 5 µM;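 active = inhibition above the mean of the plate negative controls plus 5 SD, cut at about 13% in these data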;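 also: phagocytic index as fraction of beads internalized from green versus red external bead signal; plate controls were DMSO negative control for no effect and cytochalasin-D positive control for full effect; some results beyond the cut were filed as inactive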
GALR2 antag – GALR2 antagonists in receptor-expressing cells, primary screen | antagonist mode | inhibition, % at 4 µM | hit rate 0.39% among 140,000 | AID 828, 2007; in the data active = inhibition above about 27%;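 also: cells stimulated with galanin 1-16 at roughly its EC80; 0% = agonist challenge control and 100% = basal control without agonist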
Target sequence (O43603 whole entry, looked up): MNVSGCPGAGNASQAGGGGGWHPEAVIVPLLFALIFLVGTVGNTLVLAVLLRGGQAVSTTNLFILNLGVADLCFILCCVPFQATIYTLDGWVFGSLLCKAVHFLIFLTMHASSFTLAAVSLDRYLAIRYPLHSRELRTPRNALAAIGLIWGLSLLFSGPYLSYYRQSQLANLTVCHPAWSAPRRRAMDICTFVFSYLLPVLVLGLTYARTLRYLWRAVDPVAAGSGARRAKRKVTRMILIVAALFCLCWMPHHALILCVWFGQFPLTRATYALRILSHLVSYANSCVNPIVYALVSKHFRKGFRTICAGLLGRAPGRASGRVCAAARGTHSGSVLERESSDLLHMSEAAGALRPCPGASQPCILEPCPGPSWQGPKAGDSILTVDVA
Yeast life ext – compounds extending yeast replicative lifespan, primary screen, S. cerevisiae, OD615; S. cerevisiae growth with nicotinamide; deaD strain in restrictive glucose medium; inhibition of the nicotinamide effect, % at 10 µM; hit rate 0.68% among 130,000;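 active = inhibition above a set limit, placed 3 SD over the median of all compounds, cut at about 26% in these data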;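 also: 0% = nicotinamide-treated wells and 100% = cells grown without nicotinamide; some compounds called inactive have numbers as strong as hits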
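assay system = DeaD-strain S. cerevisiae | buffer or medium = restrictive glucose medium | reagent = 1.5 mM nicotinamide | compound = 10 µM single point, 0.25% DMSO | incubation = 48 h compound exposure at 30 °C, humidified | signal = OD615 measurement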
BB579 growth dn – growth inhibitors of yeast BB579 in restrictive medium, primary screen, yeast lifespan-shortening project, S. cerevisiae; inhibition, % at 10 µM; hit rate 0.51% among 140,000; OD615, 48 h;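 active = inhibition above a set limit, 3 SD over the mean compound inhibition, cut at about 44% in these data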; also: inactives centre near -24
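Test system: DeaD yeast strain BB579 / Buffer or medium: restrictive glucose-based CSMM-D medium / Doses: single 10 µM dose / Schedule: 4 h cell preincubation, 48 h compound exposure, 30 °C humidified / Technique: culture absorbance at 615 nm / Controls: amphotericin B positive control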
HCT116 PTEN-null – growth suppression of PTEN-null HCT116, primary screen, cell-based, CellTiter-Glo; AID 827, 2007; hit rate 1.2% among 140,000; viability, % at 10 µM; HCT116 PTEN-null viability, 60 h; stronger effect = lower value;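 active = viability at or below a set limit, 4 SD under the median of all tested compounds, cut at about 3.7% in these data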;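 also: PTEN knockout HCT116 line with beta catenin targeted HCT116 as companion control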
HCT116 bCat-KO – primary screen for growth suppressors in beta-catenin knockout HCT116 cells (colon tumor, human); HCT116 beta-catenin knockout viability, CellTiter-Glo, 60 h; stronger effect = lower value; viability, % at 10 µM; hit rate 1.5% among 140,000;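 active = viability at or under a set limit, the compound median less 4 SD, cut at about 6% in these data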;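 also: 0% = Hyamine 1622 control at 20 µM and 100% = untreated cell control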
MRP1 act – H69AR viability gain despite doxorubicin, primary screen, MRP-1 activator project, H69AR cells, CellTiter-Glo; AID 799, 2007; hit rate 0.61% among 140,000; viability increase, % at 10 µM; viability rescue;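 active = viability gain under doxorubicin at or above a set limit, the compound median plus 3 SD, cut at about 4.7% in these data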;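 also: MRP-1 overexpressing cells given doxorubicin 25 µM after compound pretreatment; 18-22 h compound pretreatment then 72 h with doxorubicin before readout; 0% = doxorubicin-only wells and 100% = vehicle-treated cells without doxorubicin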
Starred values were filed as active, the others as inactive; nt = no result given.

structure | Phagocytosis inh | Measles CPE | Yeast life ext | E-sel TNF inh | NPY-Y2 antag | MRP1 act | GALR2 antag | HCT116 PTEN-null | HCT116 bCat-KO | BB579 growth dn
O=C(Cc1csc(-c2ccccc2)n1)NCc1ccc(F)cc1 | -9 | 2 | -7 | nt | 3 | -1.3 | 2 | 99 | 92 | -15
Cc1ccc(-n2nnnc2SCc2nnc(-c3ccccc3Br)o2)cc1 | -1 | 2 | -10 | nt | 7 | 0.1 | 0 | 100 | 108 | -91
O=C(Nc1ccc(F)cc1)C(Sc1nc2ccccc2[nH]1)c1ccccc1 (stereo not given) | -2 | 4 | 6 | nt | 1 | -4.5 | 4 | 2.6* | 2.7* | -20
O=C(CSc1ncnc2ccccc12)N1CCCC1 | nt | 6 | -7 | 18 | -1 | -3.3 | 6 | 95 | 86 | -24
Cc1oc(=O)c(NC(=O)c2cccc(Cl)c2)cc1C(=O)c1ccccc1 | nt | 12 | 9 | 8 | 4 | -4.9 | 1 | 48 | 76 | -56
Cc1ccc(NC(=O)CSc2nnc(-c3cnccn3)n2Cc2ccco2)cc1C | -1 | nt | -11 | -10 | 12 | -0.5 | 8 | 107 | 100 | -72
CCCCCc1c(C)nc(NCc2ccccc2)[nH]c1=O | 0 | 37* | -2 | -35 | 3 | 0.0 | -5 | 39 | 44 | -49
Cc1ccnc(NC2(C(F)(F)F)N=C(c3ccccc3)NC2=O)c1 (stereo not given) | nt | 5 | -9 | 20 | 0 | -0.5 | 1 | 101 | 110 | -38
O=C(O)c1ccc(S(=O)(=O)N2CCCCCC2)cc1 | 1 | 14 | 11 | 44 | 3 | 1.1 | 2 | 111 | 101 | -11
CCOC(=O)C1CCCN(C(=O)CSc2ccccc2)C1 (stereo not given) | 0 | 13 | 5 | nt | -1 | -0.1 | -2 | 98 | 94 | -32
CC(=NCC1CCCO1)c1c(O)[nH]c(=O)[nH]c1=O (stereo not given) | 0 | 2 | -5 | nt | -1 | -1.2 | 2 | 99 | 114 | -6
CN(C(=O)c1cccc(Nc2ccc(-c3ccc4c(c3)OCCO4)nn2)c1)C1CCCCC1 | nt | 32 | nt | -4 | 4 | -6.3 | 14 | 41 | 52 | -16
CCCc1cc(N2CCCC(C(=O)NCc3ccc4c(c3)OCO4)C2)n2ncnc2n1 (stereo not given) | 0 | 7 | -12 | -6 | 0 | -1.2 | 2 | 101 | 97 | -1
CCOCC(=O)Nc1nc2ccc(S(C)(=O)=O)cc2s1 | -1 | 10 | -20 | 12 | 0 | -2.8 | -5 | 94 | 90 | -20
COc1ccccc1CNC(=O)CSc1nc(N)c(C#N)c(-c2cccs2)c1C#N | nt | 8 | 12 | nt | 2 | -3.9 | 8 | 85 | 81 | -54
CCNc1c2c3c(cccc3n(C)c1=O)C(=O)c1ccccc1-2 | -1 | 7 | -16 | -6 | 3 | -2.3 | 7 | 74 | 91 | -2
CCc1cc(C(c2ccncc2)N2CCN(C)CC2)c(NC(=O)c2ccccc2)s1 (stereo not given) | 3 | 4 | 6 | nt | 0 | -2.9 | -9 | 102 | 88 | -1
CCN(CC)S(=O)(=O)c1ccc(F)c(C(=O)NCCC(C)C)c1 | nt | 14 | -3 | -16 | 3 | -0.4 | 4 | 81 | 80 | -34
Cc1ccc(S(=O)(=O)Nc2nc(C)c(NC(=O)Nc3ccc(Cl)cc3Cl)s2)cc1 | nt | 19 | -17 | -25 | 5 | -0.8 | 4 | 92 | 106 | -30
O=C(CSc1ncnc2c1nnn2-c1ccc(F)cc1)NCC1CCCO1 (stereo not given) | -2 | 6 | -18 | nt | 1 | -4.4 | -7 | 28 | 5.8* | 2
CN(C)C(=O)CCN1CCOCC1 | -5 | 10 | -5 | -2 | -1 | -2.8 | -8 | 97 | 89 | -21
O=C(CCNc1ccc(F)cc1)c1cccc([N+](=O)[O-])c1 | 0 | 3 | -18 | -2 | 4 | -2.7 | -3 | 44 | 48 | -34
c1csc(C(c2nnnn2C2CCCCC2)N2CCN(c3nc4ccccc4s3)CC2)c1 (stereo not given) | nt | 9 | nt | -3 | 5 | -2.4 | 10 | 69 | 75 | -24
CCOCCCNS(=O)(=O)c1ccc(NC(=O)N2c3ccccc3Sc3ccccc32)cc1 | nt | 2 | -15 | -10 | -2 | 0.0 | 9 | 67 | 61 | -38
CCN(CC)S(=O)(=O)c1cccc(NC(=O)C(=O)c2c(-c3ccccc3)cc3ccccn23)c1 | -2 | 9 | 9 | -31 | -1 | 4.1 | -16 | 78 | 77 | -85
COc1ccc2nc(NC(=O)CN(C)S(=O)(=O)c3cccs3)sc2c1 | 0 | 2 | -14 | nt | -2 | 0.6 | -9 | 82 | 88 | -44
NC(=O)[C@H](Cc1cc2ccccc2s1)NC(=O)[C@@H]1CC2(CC(c3cccc(NC(=O)[C@@H]4CCC(=O)N4)c3)=NO2)CN1C(=O)/C=C/c1c(F)cccc1Cl (stereo not given in full) | -1 | 29 | -11 | -27 | 3 | -1.4 | 2 | 108 | 104 | -38
O=C1NC(NS(=O)(=O)c2ccccc2)(C(F)(F)F)C(=O)N1Cc1cccnc1 (stereo not given) | -2 | 11 | 5 | 35 | 1 | -0.4 | -5 | 94 | 94 | 28
COC(=O)c1cn(C(=O)c2ccc(C)c(C)c2)c2ccccc12 | -5 | 5 | 12 | 4 | 0 | -2.9 | 1 | 91 | 90 | -28
COC(=O)c1sc(NC(=O)c2cccc([N+](=O)[O-])c2)c(C(N)=O)c1C | -1 | 17 | 2 | nt | 4 | -1.1 | 17 | 101 | 96 | -32

Compound profiles, as listed above.
Record of COc1ccc2nc(NC(=O)CN(C)S(=O)(=O)c3cccs3)sc2c1 → Phagocytosis inh = 0; Measles CPE = 2; Yeast life ext = -14; E-sel TNF inh = nt; NPY-Y2 antag = -2; MRP1 act = 0.6; GALR2 antag = -9; HCT116 PTEN-null = 82; HCT116 bCat-KO = 88; BB579 growth dn = -44
Record of O=C(CSc1ncnc2ccccc12)N1CCCC1 → Phagocytosis inh = nt; Measles CPE = 6; Yeast life ext = -7; E-sel TNF inh = 18; NPY-Y2 antag = -1; MRP1 act = -3.3; GALR2 antag = 6; HCT116 PTEN-null = 95; HCT116 bCat-KO = 86; BB579 growth dn = -24

Grouped by structure: those above with an aryl thioether with sulfur outside any ring.
structure | Phagocytosis inh | Measles CPE | Yeast life ext | E-sel TNF inh | NPY-Y2 antag | MRP1 act | GALR2 antag | HCT116 PTEN-null | HCT116 bCat-KO | BB579 growth dn
Cc1ccc(-n2nnnc2SCc2nnc(-c3ccccc3Br)o2)cc1 | -1 | 2 | -10 | nt | 7 | 0.1 | 0 | 100 | 108 | -91
O=C(Nc1ccc(F)cc1)C(Sc1nc2ccccc2[nH]1)c1ccccc1 (stereo not given) | -2 | 4 | 6 | nt | 1 | -4.5 | 4 | 2.6* | 2.7* | -20
O=C(CSc1ncnc2ccccc12)N1CCCC1 | nt | 6 | -7 | 18 | -1 | -3.3 | 6 | 95 | 86 | -24
Cc1ccc(NC(=O)CSc2nnc(-c3cnccn3)n2Cc2ccco2)cc1C | -1 | nt | -11 | -10 | 12 | -0.5 | 8 | 107 | 100 | -72
CCOC(=O)C1CCCN(C(=O)CSc2ccccc2)C1 (stereo not given) | 0 | 13 | 5 | nt | -1 | -0.1 | -2 | 98 | 94 | -32
COc1ccccc1CNC(=O)CSc1nc(N)c(C#N)c(-c2cccs2)c1C#N | nt | 8 | 12 | nt | 2 | -3.9 | 8 | 85 | 81 | -54
O=C(CSc1ncnc2c1nnn2-c1ccc(F)cc1)NCC1CCCO1 (stereo not given) | -2 | 6 | -18 | nt | 1 | -4.4 | -7 | 28 | 5.8* | 2

Remaining list, next part
structure | Phagocytosis inh | Measles CPE | Yeast life ext | E-sel TNF inh | NPY-Y2 antag | MRP1 act | GALR2 antag | HCT116 PTEN-null | HCT116 bCat-KO | BB579 growth dn
CCOC(=O)c1ccc(NC(=O)CS(=O)(=O)c2cn(CC)c3ccccc23)cc1 | -2 | 3 | -7 | 3 | 2 | -1.2 | -1 | 80 | 89 | -25
COc1cc(/C=C/C(=O)O)cc(S(=O)(=O)NCCCO)c1OC | -4 | 4 | -11 | -9 | -1 | -0.2 | -3 | 93 | 95 | -25
CCCCNS(=O)(=O)c1ccc2nc(SCC(=O)c3ccc(C#N)cc3)[nH]c2c1 | -1 | 8 | 3 | -11 | 3 | -0.1 | 1 | 98 | 93 | -20
Cc1cccc(CC(=O)OCn2nnc3ccccc3c2=O)c1 | 0 | 5 | -7 | 1 | 8 | -0.2 | -10 | 106 | 98 | -20
Cn1nc(-c2ccc(C(=O)Nc3cccc(Cl)c3)cc2)c2ccccc2c1=O | -1 | 38* | -5 | -92 | 2 | 0.5 | 3 | 95 | 97 | -27
Cc1cc(C(C)(C)C)ccc1OCCN(C)C | 0 | -1 | -9 | 7 | -2 | 0.3 | 9 | 95 | 108 | 13
Cc1cc(NC(c2ccc(Cl)cc2)c2ccc3cccnc3c2O)no1 (stereo not given) | 0 | 2 | -33 | 24 | 3 | -4.5 | 15 | 10 | 4.3* | 95*
O=C(Nc1ccc(-n2cnnn2)cc1)C1CCC1 | 1 | 10 | -12 | 28 | 4 | -0.3 | -4 | 90 | 94 | -6
CCCCOC(=O)C1=C(C)Nc2ncnn2C1c1cccc(OC)c1 (stereo not given) | -2 | 6 | -12 | -1 | 3 | -3.5 | 13 | 80 | 70 | -1
Cc1ccc(SCCC(=O)N(C)C)cc1 | -2 | 1 | -4 | -11 | -1 | 2.0 | -5 | 103 | 107 | -18
COc1ccc(C(=O)OCC(=O)NCc2ccc3c(c2)OCO3)cc1[N+](=O)[O-] | -7 | 8 | 0 | nt | 5 | -0.1 | -2 | 96 | 86 | -18
CCOc1cc(CNc2ncc(-c3ccc(OC)cc3)n2C)ccc1O | -2 | 7 | -11 | nt | 5 | -5.2 | 17 | 103 | 97 | -5

High-throughput results: PubChem BioAssay, several laboratories

An unsorted share of the library; about 6.2% have a hit in one of these screens.
